# From PubChem
# FUS suppressor: FUS proteinopathy suppression in yeast; 0.24% of 390,000 active; Potency, µM (top dose mostly 76.6 µM), without a hit: at the top dose growth rescue (activation), actives largely listed as activators; S. cerevisiae FUS-expressing, growth rescue, OD600, 24 h; AID 1347120; active means well fitted activation curve with a large enough effect; inconclusive means small, poorly fitted or top-dose-only effect; inactive means no such curve, though single readings can be large or run the other way;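 further: plate controls were DMSO vehicle for no effect and reference control for full effect; nearly all actives have a fitted effect of over 55% in size; some results filed as inactive show a strong effect at the top dose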
#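 Read-out: OD at 600 nm after 24hr at 30C, reporting rescue of FUS-induced yeast toxicity. Cells at OD 0.005 in galactose (2%) minimal medium; compounds tested in a dilution series; CP55940 titration from 92uM final as control.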
# An asterisk follows results filed as active; ? = inconclusive; & = joins results of further samples. Potency means the concentration at half of the fitted maximal effect. An excerpt (hit frequency here may not be typical).
# Start of the listing, in advance, 3 compounds:
O=C(NC1CCCCN(Cc2ccc(Cl)cc2)C1=O)C(c1ccccc1)c1ccccc1 (stereo unspecified)
- FUS suppressor: ?
Cc1ccc(C(=O)C2CCN(CC(=O)NCCC(C)C)CC2)cc1
- FUS suppressor: 0%
CCOC(=O)N1C(=O)C[C@](Sc2ccc(OC)cc2)(C(=O)N2CCN(C(C)=O)CC2)[C@H]1c1ccc(OC)cc1
- FUS suppressor: 29%

# The list itself, repeating the preview:
O=C(NC1CCCCN(Cc2ccc(Cl)cc2)C1=O)C(c1ccccc1)c1ccccc1 (stereo unspecified)
- FUS suppressor: ?
Cc1ccc(C(=O)C2CCN(CC(=O)NCCC(C)C)CC2)cc1
- FUS suppressor: 0%
CCOC(=O)N1C(=O)C[C@](Sc2ccc(OC)cc2)(C(=O)N2CCN(C(C)=O)CC2)[C@H]1c1ccc(OC)cc1
- FUS suppressor: 29%
Cc1ccc(CN2CCCCC(NC(=O)Cc3cccs3)C2=O)cc1 (stereo unspecified)
- FUS suppressor: -3%
CCN(CC)c1ccc(-c2nn3c(-c4ccccc4Cl)nnc3s2)cc1
- FUS suppressor: 32µM*
CCCCC(=O)N1CCN(C(=O)c2ccc3nc(C)n(C4CCCC4)c3c2)CC1
- FUS suppressor: -2%
Cc1ccc2c(c1)C1CS(=O)(=O)N(Cc3ccccc3)CN1C2 (stereo unspecified)
- FUS suppressor: 20%
C[C@H]1[C@H](N(Cc2ccccc2)Cc2ccccc2)CC[C@@]23CCCN2C(=O)CCC[C@@H]13
- FUS suppressor: 16%
CCc1c(C(=O)C(C)O)c2n3c1CCC[C@@H]3CC2 (stereo partly specified)
- FUS suppressor: -12%
C[C@H]1[C@@H](NC(=O)c2cccc(C(F)(F)F)c2)CC[C@@]23CCCN2C(=O)CCC[C@@H]13
- FUS suppressor: 5%
O=C(NCCc1c[nH]c2ccccc12)c1ccc2c(c1)ncn2C1CCCCC1
- FUS suppressor: 2%
CCCOc1ccc(Oc2c(Cl)cnn(Cc3cccc4ccccc34)c2=O)cc1
- FUS suppressor: -11%
CCn1c(=O)n(CC(=O)N2CCCC2)c(=O)c2ccccc21
- FUS suppressor: 17%
Cn1c(NC(=O)c2ccccc2)nc(Cc2ccccc2)c1-c1ccccc1
- FUS suppressor: 32%
O=C(Nc1ccccc1)N1CCN(Cc2nc3ccccc3c(=O)[nH]2)CC1
- FUS suppressor: -5%
COc1cccc(-c2nnc(SCC(=O)Nc3ccc(OCc4ccccc4)cc3)n2Cc2ccco2)c1
- FUS suppressor: 30%
Nc1[nH]c(C(=O)c2ccccc2)c(-c2cccc3ccccc23)c1C(=O)c1c(-c2ccccc2)[nH]c2ccccc12
- FUS suppressor: ?
Cc1nn(-c2ccccc2)c(C)c1/C=N\N1CCN(Cc2ccccc2Cl)CC1
- FUS suppressor: -7%
Cc1c(NC(=O)C2CCCN(S(=O)(=O)c3cccc4ccccc34)C2)c(=O)n(-c2ccccc2)n1C (stereo unspecified)
- FUS suppressor: 15%
CC(C)(C)OC(=O)NCc1ccccc1/C=C/S(=O)(=O)NCc1ccccc1
- FUS suppressor: 27%
O=C(Nc1ccc(C(F)(F)F)cc1)OC1CC2CC1[C@H]1CCCCN1C2 (stereo partly specified)
- FUS suppressor: -4%
COC(=O)[C@]12C[C@H](CC(=O)NCc3ccc(C)o3)C(=O)N(CCC3=CCCCC3)C1=C[C@H](C(C)C)O[C@@H]2C1CC1
- FUS suppressor: ?
CCOC(=O)[C@]12CCCC=C1N(Cc1ccc(OC)cc1)C(=O)[C@@H]2CC(=O)NCCCN1CCCC1=O
- FUS suppressor: 6%
Cc1occc1-c1nnc(SCC(=O)Nc2ccncc2)n1-c1ccccc1
- FUS suppressor: 1%
C#CCNC(=O)C[C@H]1C[C@@]2(C(=O)OC)C(=C[C@H](C(C)(C)C)O[C@@H]2C)N(Cc2cccc3ccccc23)C1=O
- FUS suppressor: ?

O=C(NCCO)C1(C(=O)C2CC2)CC(c2ccccc2C(F)(F)F)=NO1 (stereo unspecified)
- FUS suppressor: -14%
Cc1cc(C)nc(N2CCC(C(=O)N(C)CCc3ccccc3)CC2)n1
- FUS suppressor: 11%
O=C1C=C[C@H]2CC[C@@H](O)[C@@H]1[C@@H]2Sc1ccccc1
- FUS suppressor: 4%
CCOC(=O)[C@]12CCCCC/C=C\1N(Cc1ccc(OC)cc1)C(=O)[C@H]2CC(=O)NCc1ccc(OC)c(OC)c1
- FUS suppressor: ?
O=c1c2ccc(F)cc2nc2sc(Nc3ccc4c(c3)CCC4)nn12
- FUS suppressor: -18%
COc1cccc(N2CCN(C(=O)CCn3nnc4ccccc43)CC2)c1
- FUS suppressor: -7%
O=C(C1CCN(c2nc(-c3ccc(Br)cc3)cs2)CC1)N1CCNCC1
- FUS suppressor: ?
COc1ccc(S[C@]2(C(=O)NCCCN(C)C)CC(=O)N[C@@H]2c2ccc(OC)cc2)cc1
- FUS suppressor: -14%
O=C(c1cccc(C(F)(F)F)c1)N1CC[C@H]2[C@H](CCCN2Cc2cc(F)cc(F)c2)C1
- FUS suppressor: 9%
Nn1c(SCC(=O)Nc2cccc3ccccc23)nnc1-c1cc(-c2ccc(F)cc2)n[nH]1
- FUS suppressor: 1%
Cc1c(NC(=O)C2CCCN(S(=O)(=O)c3ccc(Cl)s3)C2)c(=O)n(-c2ccccc2)n1C (stereo unspecified)
- FUS suppressor: 12%
COc1ccc([C@H](C#Cc2ccccc2)CC(=O)O)cc1OC1CCCC1
- FUS suppressor: 18%
O=c1cc(N2CCN(c3cccc(C(F)(F)F)c3)CC2)[nH]c(=O)n1C1CCCCC1
- FUS suppressor: -2%
O=C(c1ccc(F)cc1)n1ccc2ccc(-c3ccc4ccn(Cc5ccccc5)c4c3)cc21
- FUS suppressor: 38%
CCc1ccc(CCNC(=O)OC2CC3CC2[C@H]2CCCCN2C3)cc1 (stereo partly specified)
- FUS suppressor: 12%
COc1ccc(Oc2c(Cl)cnn(-c3cc(C)cc(C)c3)c2=O)cc1
- FUS suppressor: -3%
Cc1ccc(S(=O)(=O)N2c3ccc(F)cc3C[C@H]2CSc2ccccc2)cc1
- FUS suppressor: -7%
CCCCCCCC(=O)N[C@H]1CC[C@@]23CCCN2C(=O)CCC[C@H]3[C@H]1CCC
- FUS suppressor: 30%
CC(=O)c1cc(-c2ccccc2)n(CC(=O)NCc2ccc(F)cc2)c1C
- FUS suppressor: 6%
C=CCN1C(C(=O)OC)CN(Cc2cn(Cc3ccc(F)cc3)nn2)CCS1(=O)=O (stereo unspecified)
- FUS suppressor: -4%
COC(=O)c1ccc(S(=O)(=O)N2CCC(NC(=O)Cc3cccc(C)c3)CC2)cc1
- FUS suppressor: 20%
O=C(Nc1ccccc1)Nc1c(-c2ccc(F)cc2)nc2ncccn12
- FUS suppressor: -15%
COC(=O)[C@H](C)NC(=O)[C@H](CC(C)C)NC(=O)OC(C)(C)C
- FUS suppressor: -16%
COC(CNC(=O)[C@H](Cc1ccccc1)NC1(C(=O)NC2CCCCC2)CCCCC1)OC
- FUS suppressor: 19%
CCn1c(=O)n(CC(=O)N2CCN(c3ccc(F)cc3)CC2)c(=O)c2ccccc21
- FUS suppressor: 20%

# Overlap with the part before: seven entries, then new ones.
CC(=O)c1cc(-c2ccccc2)n(CC(=O)NCc2ccc(F)cc2)c1C
- FUS suppressor: 6%
C=CCN1C(C(=O)OC)CN(Cc2cn(Cc3ccc(F)cc3)nn2)CCS1(=O)=O (stereo unspecified)
- FUS suppressor: -4%
COC(=O)c1ccc(S(=O)(=O)N2CCC(NC(=O)Cc3cccc(C)c3)CC2)cc1
- FUS suppressor: 20%
O=C(Nc1ccccc1)Nc1c(-c2ccc(F)cc2)nc2ncccn12
- FUS suppressor: -15%
COC(=O)[C@H](C)NC(=O)[C@H](CC(C)C)NC(=O)OC(C)(C)C
- FUS suppressor: -16%
COC(CNC(=O)[C@H](Cc1ccccc1)NC1(C(=O)NC2CCCCC2)CCCCC1)OC
- FUS suppressor: 19%
CCn1c(=O)n(CC(=O)N2CCN(c3ccc(F)cc3)CC2)c(=O)c2ccccc21
- FUS suppressor: 20%
CN(CCCOC(=O)c1cccs1)C1CN(Cc2cn(Cc3ccccc3Cl)nn2)S(=O)(=O)C1 (stereo unspecified)
- FUS suppressor: 11%
COc1ccc(CCNC(=O)c2cc3c(C)nn(-c4ccccc4)c3s2)cc1OC
- FUS suppressor: ?
CCOC(=O)Cc1nc(N2CCN(Cc3cccc4c3OCO4)CC2)c2c(C)c(C(=O)OCC)sc2n1
- FUS suppressor: 22%
C=CCNC(=O)CN(C(=O)Cc1cccc(OC(F)(F)F)c1)c1cccc(Br)c1
- FUS suppressor: 17%
O=C(CN1C(=O)C2(OCCCO2)c2ccccc21)NCc1ccc(F)cc1
- FUS suppressor: 1%
CCC[C@H]1[C@@H](OC(=O)NCCc2c[nH]c3ccccc23)CC[C@@]23CCCN2C(=O)CCC[C@@H]13
- FUS suppressor: 28%
COC(=O)CN1CCN(C(=O)c2csc(-c3ccccc3)n2)CC1
- FUS suppressor: -8%
CCCC1CCC2(CCCN2CCOC(=O)Nc2ccc(Br)cc2)CC1 (stereo unspecified)
- FUS suppressor: 27%
S=C(Nc1ccccc1)OC1CCC12CCC(c1ccccc1)CC2 (stereo unspecified)
- FUS suppressor: -19%&-15%
O=C(Nc1ccc(F)cc1)OCCN1CCCC12CCC(c1ccccc1)CC2 (stereo unspecified)
- FUS suppressor: ?
COc1cccc(/C=C2\CC3(OC(=O)c4ccccc4)CCCN2C3)c1 (stereo unspecified)
- FUS suppressor: 5%
COc1cc2c(cc1NC(=O)CSc1nnc(-c3cccnc3)n1-c1ccc(Br)cc1)oc1ccccc12
- FUS suppressor: ?
Cc1ccc(-n2c(SCc3cccc(F)c3)nc3sc4c(c3c2=O)CCCC4)cc1
- FUS suppressor: 3%
COC(=O)[C@]12C[C@H](CC(=O)NCC3CCCCC3)C(=O)N(Cc3ccccc3)C1=C[C@H](COCc1ccccc1)O[C@@H]2C
- FUS suppressor: 44%
CCOc1ccc(N(CC(=O)Nc2c(C)n(C)n(-c3ccccc3)c2=O)S(=O)(=O)c2ccc(C(C)(C)C)cc2)cc1
- FUS suppressor: ?
COc1ccc(-n2c(SCC(=O)Nc3ccccc3-c3ccccc3)nnc2-c2ccccn2)cc1
- FUS suppressor: ?
CC(C)CN1C(=O)[C@]2(CC(=O)N(C)C2c2ccccc2)c2cc(-n3cc(C4=CCCCC4)nn3)ccc21 (stereo partly specified)
- FUS suppressor: ?
C/C(=N\NC(=O)c1cc(-c2ccccc2)nc2ccccc12)c1ccc(Cl)cc1
- FUS suppressor: 14%
C[C@H]1[C@@H](OC(=O)NCc2ccc(Cl)cc2)CC[C@@]23CCCN2C(=O)CCC[C@@H]13
- FUS suppressor: 22%
COC(=O)[C@]12C[C@H](CC(=O)NCCc3ccccc3OC)C(=O)N(Cc3ccco3)C1=C[C@H](C1CCCC1)O[C@@H]2C
- FUS suppressor: ?
COc1ccc(CCN(Cc2cccs2)S(=O)(=O)c2ccc(C)s2)cc1OC
- FUS suppressor: 39%
CC(NCc1ccco1)C(=O)N1CCCC1 (stereo unspecified)
- FUS suppressor: -10%
O=c1c2cc3cc4c(cc3nc2ncn1Cc1cccnc1)OCO4
- FUS suppressor: 1%
CSCCCNC(=O)c1cn(C(C)c2ccccc2)nn1 (stereo unspecified)
- FUS suppressor: -17%
CN(C)c1cccc(/C=C2\CC3(OC(=O)c4ccccc4)CCCN2C3)c1 (stereo unspecified)
- FUS suppressor: 5%

CC(C)(C)c1ccc(-c2nnc(SCC(=O)Nc3ccc(S(=O)(=O)Nc4nccs4)cc3)n2Cc2ccco2)cc1
- FUS suppressor: ?
Fc1ccc(CC2CCN(c3ncnc4sccc34)CC2)cc1
- FUS suppressor: 27%
CC(c1ccccc1)N1CC[C@H]2C=CC[C@@H](C(=O)Nc3cccc(Cl)c3)[C@H]2C1=O (stereo partly specified)
- FUS suppressor: 3%
CCCCNC(=O)O[C@H]1CC[C@@]23CCCN2C(=O)CCC[C@H]3C1
- FUS suppressor: -1%
COc1ccc(Cn2ccc3ccc(-c4ccc5ccn(C(=O)C6CC6)c5c4)cc32)cc1
- FUS suppressor: 20%
CCCC[C@H]1C2CC(OC(=O)Nc3ccc(Cl)cc3)C(C2)[C@H]2CCCCN21 (stereo partly specified)
- FUS suppressor: -1%
Clc1cccc(CNc2nc(-c3ccccn3)nnc2-c2ccccc2)c1
- FUS suppressor: 33%
Cc1ccc(CN2CCCCC(NC(=O)Nc3cccc([N+](=O)[O-])c3)C2=O)cc1 (stereo unspecified)
- FUS suppressor: -13%
CCn1c(=O)n2n(c1=O)[C@H]1C[N+](Cc3ccc4c(c3)OCO4)=C(N)NC1=C(C)C2
- FUS suppressor: -1%
S=C(Nc1ccc(Br)cc1)OC1CCC12CCC(c1ccccc1)CC2 (stereo unspecified)
- FUS suppressor: -13%
Cc1ccc(CN2CCCCC(NC(=O)c3ccc(F)cc3)C2=O)cc1 (stereo unspecified)
- FUS suppressor: 13%
Nc1nc(Cl)nc2c1ncn2[C@@H]1O[C@H](CO)[C@@H](O)[C@@H]1F
- FUS suppressor: -2%
COC(=O)[C@]12C[C@H](CC(=O)NCCCCc3ccccc3)C(=O)N(CCC3=CCCCC3)C1=C[C@H](C(C)C)O[C@@H]2C1CC1
- FUS suppressor: ?
O=C1CCC[C@H]2C[C@H](NCc3ccc(F)cc3F)CC[C@]23CCCN13
- FUS suppressor: -8%
N#Cc1ccccc1NCCCN1CCC(C(O)(c2ccccc2)c2ccccc2)CC1
- FUS suppressor: 14%
COc1ccnc(NC(=S)N2CCN(c3ncc(C(F)(F)F)cc3Cl)CC2)c1
- FUS suppressor: 2%
COCC(=O)N(C)[C@H]1C[C@H]2c3[nH]c4cccc(-c5cccc(F)c5)c4c3CCN2C(=O)[C@H]1[C@H](C)O
- FUS suppressor: 38%
O=C(C1CCCN1S(=O)(=O)c1cccc2ccccc12)N1CCN(c2ccccc2)CC1 (stereo unspecified)
- FUS suppressor: 40%
CC(C)(C)c1ccc(-c2nnc3sc(COc4ccccc4)nn23)cc1
- FUS suppressor: 8%
